Compound activity as filed in PubChem.
PME-1 primary = blocks human protein phosphatase methylesterase 1 | recombinant PME-1, FP-Rh probe fluorescence polarization | inhibition, % at 5.9 µM | 0.53% of 320,000 active | AID 2130;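 active = inhibition above the campaign mean of all compounds plus 3 SD, cut at about 26% in these data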;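 also: competitive labeling of PME-1 active site by serine hydrolase directed probe; 0% = PME-1 with DMSO and 100% = wells lacking PME-1 enzyme; inhibitors block probe labeling so polarization falls and inhibition rises; many of its hits are not listed in these tables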
VLA-4 inh = inhibition in a human VLA-4 binding assay | VLA-4 expressing cells, ligand binding flow cytometry | inhibition, % (about 7 µM as worked out from the volumes in the protocol) | 0.2% of 330,000 active | AID 2557; in the data active = inhibition above about 50%
Target sequence (P13612 whole entry, looked up): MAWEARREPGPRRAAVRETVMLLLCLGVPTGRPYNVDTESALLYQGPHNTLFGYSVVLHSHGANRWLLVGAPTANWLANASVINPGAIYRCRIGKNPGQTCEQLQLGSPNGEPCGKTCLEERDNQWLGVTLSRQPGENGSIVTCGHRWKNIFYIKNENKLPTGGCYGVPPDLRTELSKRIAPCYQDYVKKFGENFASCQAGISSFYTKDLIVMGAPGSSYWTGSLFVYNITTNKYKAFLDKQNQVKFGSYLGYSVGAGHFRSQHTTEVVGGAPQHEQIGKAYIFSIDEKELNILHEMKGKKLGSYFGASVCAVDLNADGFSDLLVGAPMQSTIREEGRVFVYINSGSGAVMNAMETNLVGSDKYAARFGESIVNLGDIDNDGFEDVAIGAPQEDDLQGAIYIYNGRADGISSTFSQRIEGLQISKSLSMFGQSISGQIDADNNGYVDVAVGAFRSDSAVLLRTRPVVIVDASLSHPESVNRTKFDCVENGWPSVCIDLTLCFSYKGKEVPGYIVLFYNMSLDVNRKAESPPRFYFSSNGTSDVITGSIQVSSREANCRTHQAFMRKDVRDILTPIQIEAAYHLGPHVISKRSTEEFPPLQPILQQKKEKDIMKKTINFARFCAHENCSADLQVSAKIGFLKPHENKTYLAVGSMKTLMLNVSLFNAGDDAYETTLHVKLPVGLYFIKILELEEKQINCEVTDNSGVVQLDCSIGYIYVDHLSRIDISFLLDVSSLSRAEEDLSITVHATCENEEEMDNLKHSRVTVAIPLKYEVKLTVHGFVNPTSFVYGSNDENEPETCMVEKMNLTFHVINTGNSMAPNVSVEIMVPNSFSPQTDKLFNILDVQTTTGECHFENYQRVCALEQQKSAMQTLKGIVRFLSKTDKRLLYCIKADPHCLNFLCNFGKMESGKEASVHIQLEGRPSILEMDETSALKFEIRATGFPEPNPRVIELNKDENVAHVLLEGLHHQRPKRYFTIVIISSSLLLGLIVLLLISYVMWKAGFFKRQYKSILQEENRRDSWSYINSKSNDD
MCL1 BIM primary = MCL1-BIM-BH3 interaction inhibition (human); AID 2057; GST-MCL1 / FITC-Bim-BH3 fluorescence polarization; 0.68% of 320,000 active; inhibition, % at 10.9 µM;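 active = inhibition above the mean inhibition of all tested compounds plus 3 SD, set per campaign, cut at about 40% in these data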;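 also: 0% = DMSO wells and 100% = unlabeled Bim-BH3 peptide control; higher means more loss of mP so more displacement of Bim peptide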
Fam108B inh = blocks mouse Fam108B hydrolase in RBBP9 counter-screen | 0.33% of 300,000 active | AID 1947 | inhibition, % at 9.51 µM | recombinant Fam108B, FP-Rh probe fluorescence polarization;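 active = inhibition above the screen mean inhibition plus 3 SD, computed separately per campaign, cut at about 18% in these data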;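 also: inhibitors lower polarization as less probe binds the enzyme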
Efflux pump mplx = antifungal efflux pump inhibition, Nile Red retention; S. cerevisiae Candida pump triplex; inhibition, % at 10 µM; 0.44% of 330,000 active; AID 485275;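 active = plate passing quality check with inhibition over a set limit, or well fluorescence over plate mean plus 4 SD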;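 also: Nile Red retained in pooled yeast measured as flow cytometry median fluorescence; 0% = buffer negative control and 100% = Enniatin B positive control; higher means more Nile Red kept so more efflux inhibition; some compounds called inactive have numbers as strong as hits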
GRK2 aptamer HTS = human GRK2 inhibition via aptamer displacement; P25098; bead flow cytometry, FAM-aptamer displacement from GRK2; 0.59% of 330,000 active; AID 488847; inhibition of aptamer binding, % at 10 µM;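 active = inhibition of aptamer binding above 40%, roughly 3 SD of noise, on plates passing a quality check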;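 also: median bead fluorescence of bound FAM aptamer so fluorescent compounds give negative values; no value below 0 was filed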
MEX-5 binding = C. elegans MEX-5 TCR-2 RNA binding activity | Q9XUB2 | MEX-5/FITC-TCR2 RNA binding, fluorescence polarization; hits give low values | activity score (negative = inhibition of binding), % at 10 µM | 0.38% of 300,000 active | AID 1832;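 active = inhibition past about -25% in most replicates, and total fluorescence under double the plate's negative control median, limit read from the data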;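 also: 0% = DMSO and -100% = 5 µM competing unlabeled TCR2 RNA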
GLD-1 RNA inh = GLD-1-TGE RNA interaction inhibition (C. elegans) | Q17339 | purified GLD-1 + fluorescein TGE RNA, fluorescence polarization | inhibition, % at 5.96 µM | 0.44% of 320,000 active;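 active = percent inhibition above a per-plate cutoff, the plate mean of test compounds plus 3 SD, cut at about 30% in these data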;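 also: 0% = DMSO wells with GLD-1 and probe and 100% = wells lacking GLD-1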
Bcl-xL primary = blocks human Bcl-xL binding to Bim BH3 peptide; GST-Bcl-xL / FITC-Bim BH3 peptide fluorescence polarization; inhibition, % at 10.9 µM; 0.7% of 320,000 active; Q07817;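 active = inhibition above the mean of all tested compounds plus 3 SD, cutoff set per campaign, cut at about 30% in these data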;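 also: 0% = DMSO wells and 100% = unlabeled Bim-BH3 peptide competitor; inhibitors lower millipolarization by displacing the labeled peptide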
Active calls of the source: *; . = not tested or not shown. Only part of the results is shown. The share of hits here may be higher or lower than overall.

SMILES	PME-1 primary	VLA-4 inh	MCL1 BIM primary	Fam108B inh	Efflux pump mplx	GRK2 aptamer HTS	MEX-5 binding	GLD-1 RNA inh	Bcl-xL primary
CN1CCN(C(CNS(=O)(=O)c2ccc(Cl)cc2)c2cccnc2)CC1 (stereo not drawn)	-7	-24	11	-2	-0.2	0	2.3	-1	4
CCCCCC(=O)c1c(C)[nH]c(C(=O)OCC)c1C	-1	5	-9	-5	-0.5	4	2.4	2	-4
Cc1cc(C(=O)C(=O)N(C)C)c(C)n1-c1ccc(Cl)c(Cl)c1	0	3	1	-5	0.0	0	1.1	6	4
CCOC(=O)c1cccnc1SC(CC)C(=O)N1CCOCC1 (stereo not drawn)	1	-4	8	-1	0.2	1	.	2	9
CC(NC(=O)CN1CCC(C(N)=O)CC1)c1ccccc1 (stereo not drawn)	-4	17	6	0	0.1	5	0.2	2	0
Cc1ccc(-n2nnc3c(=O)n(CC(N)=O)cnc32)cc1	-1	1	-1	-4	0.1	1	-0.2	2	4
Cc1cccc(N2CC(C(=O)Nc3ccc(S(=O)(=O)N4CCCCC4)cc3)CC2=O)c1C (stereo not drawn)	-7	20	-2	-4	0.1	0	3.8	5	4
COc1ccc(CCN(C(=O)c2ccc(F)cc2)C2=CC3CCC(C2)N3C)cc1OC (stereo not drawn)	-2	8	1	3	-0.2	2	2.2	7	4
c1ccc(-c2nnc(-c3ccco3)n2-c2ccccc2)cc1	-8	-3	-2	2	0.0	0	0.0	-2	4
CCCOc1ccc(C(=O)Nc2ccc(S(=O)(=O)NC3=NCCCCC3)cc2)cc1	-7	10	-3	-1	-0.1	1	-4.8	7	1
CC(Sc1nncn1C)C(=O)Nc1ccc(N2CCCCC2)cc1 (stereo not drawn)	2	-3	-3	.	0.2	0	.	4	-6
Cc1ccc(NC(=O)C2CC2C)c(Cl)c1 (stereo not drawn)	-3	11	3	-3	0.1	0	-0.5	2	4
O=C(CNC(=O)c1ccc(Cl)cc1)NCCCn1ccnc1	-4	9	5	-3	-0.1	0	0.0	7	3
COC(=O)/C(=C\c1cccnc1)NC(=O)c1ccc(OCc2ccccc2)cc1	-4	-5	-1	2	0.0	0	-2.9	8	3
CSCCC(NS(=O)(=O)c1ccc(Cl)cc1)C(=O)OCC(=O)NC12CC3CC(CC(C3)C1)C2 (stereo not drawn)	2	-2	7	-4	0.1	0	1.9	11	5
CSCc1cc(N2CCOCC2)nc(-c2ccccc2)n1	3	4	-6	-3	0.0	3	2.0	2	-3
O=C(CNc1ccc2ccccc2c1)N/N=C/C=C/c1cccc([N+](=O)[O-])c1	5	-3	0	4	-0.2	0	1.9	10	2
O=C(CCC1CCCC1)Nc1cc(Cl)ccc1N1CCOCC1	-2	5	-12	.	0.2	0	.	0	-7
N=C1/C(=C\c2ccc(OC(=O)c3ccco3)cc2)C(=O)N=C2SC(N3CCCCC3)=NN12	-3	-19	-2	0	0.0	4	-0.6	4	-6
O=C(c1ccc(SCc2ccco2)c([N+](=O)[O-])c1)N1CCOCC1	1	12	-1	2	-0.1	0	0.1	11	1
COc1ccc(OC)c2[nH]c(=O)c(CCNC(=O)c3ccc(Br)o3)cc12	6	12	-1	1	0.1	0	-2.3	3	4
CCN(CC)C(=O)Cn1cc(C(=O)C(=O)NCc2ccco2)c2ccccc21	8	11	-5	-2	0.0	0	-0.3	-1	5
CCc1ccc(-c2nn[nH]n2)cc1	3	10	0	-2	0.0	0	-1.7	3	2
CCOC(=O)CNC(=O)CSc1nc2cccnc2n1C	-6	3	1	3	0.0	0	-0.7	-4	-6
Cc1cc(C)c(C)c(S(=O)(=O)N2CCN(C(=O)C3CSC4(C)CCC(=O)N34)CC2)c1C (stereo not drawn)	1	4	4	3	0.0	1	0.2	9	4
CCOC(=O)C1CCCN(C(=O)c2ccc(S(=O)(=O)N3CCOCC3)cc2)C1 (stereo not drawn)	3	7	12	.	0.0	3	.	1	-2
O=C1N=C2SCCN2/C1=C\c1ccc(Cl)cc1	-3	-1	-9	-2	0.2	3	-0.7	-4	-1
CCOc1ccc(CN2CCNC(=O)C2CC(=O)NCCCn2ccnc2)cc1 (stereo not drawn)	2	10	15	1	0.0	0	-0.3	8	7
Cc1nn(Cc2ccccc2)c(Cl)c1C(=O)NCc1ccc(C)n1C	-1	2	7	-3	-0.1	0	0.9	10	8
CCOc1ccc(-n2c(=S)sc3c(=O)[nH]c(SCC(=O)NC(C)CC)nc32)cc1 (stereo not drawn)	-1	11	8	4	0.0	1	2.1	11	4
NNC(=O)c1nn(-c2ccc(Cl)cc2)ccc1=O	-18	12	9	0	-0.1	1	-0.6	2	2
Cc1cc(C)c(OCCCCCn2ccnc2)c(C)c1	.	-7	.	.	0.0	0	-0.7	.	.
O=C1NC2(CCCCC2)C(=O)N1CC(=O)N(Cc1ccccc1)c1ccccc1	7	11	-10	1	-0.2	0	3.6	2	-9
OCC(O)/C=N/Nc1nc(Nc2ccccc2)nc(Nc2ccccc2)n1 (stereo not drawn)	-6	-4	5	9	-0.3	1	2.4	0	-1
O=C(N1CCN(c2ccccc2)CC1)C(F)(F)C(F)F	2	4	1	3	0.1	0	1.3	-3	2
CCOC(=O)c1ccc(NC(=O)CSCCC(=O)O)cc1	-6	4	-2	2	-0.2	0	-4.1	0	8
Cc1cc(C)cc(N2C(=O)c3nccnc3C2=O)c1	-1	3	3	-5	0.0	1	-1.3	-3	5
C#CCN1C(=O)C(O)(CC(=O)c2ccc3c(c2)OCCO3)c2ccccc21 (stereo not drawn)	4	12	4	3	0.2	1	-0.5	0	8
CC(C)C(=O)Nc1nnc(S(=O)(=O)N2CCCCCC2)s1	3	14	-3	0	-0.1	3	-1.9	4	0
COCCCn1c(=O)c2ccccc2n(Cc2ccccc2C)c1=O	-4	11	2	2	0.2	2	0.5	-3	3
CCCCc1nnc(NC(=O)C2CCN(c3ncnc4sc(C)c(C)c34)CC2)s1	0	6	5	-3	-0.1	0	1.2	7	1
Cc1ccccc1NC(=O)COc1cccc2c1CCNC2=O	2	1	-1	-2	0.0	1	1.8	5	3
COC(=O)c1sc(N)c(C(=O)OC)c1CSc1nc2sc3c(c2c(=O)n1C)CCC3	-4	8	3	-4	0.4	8	2.0	-4	4
CC(C)n1c(SCc2ccccc2F)nc2c1c(=O)n(C)c(=O)n2C	2	-1	1	6	0.9	1	3.1	-3	2
COc1cc(C2C(C#N)=C(SC)NC3=C2C(=O)CCC3)ccc1O (stereo not drawn)	4	6	1	-2	-0.1	0	1.6	-7	8
COc1ccc(NC(C)C(=O)N/N=C/c2c(O)ccc3ccccc23)cc1 (stereo not drawn)	.	20	.	.	0.0	1	1.1	.	.
NC(=O)C1CCN(C(=O)c2ccc3nc(-c4ccccc4)c(-c4ccccc4)nc3c2)CC1	-1	3	-2	-1	0.1	3	0.1	4	1
COc1ccc(OCC(O)CNc2ccc(Br)cc2)cc1 (stereo not drawn)	2	-8	1	0	0.0	2	1.7	1	0
COc1cccc(NC(=O)C2CCN(S(=O)(=O)c3ccc4[nH]c(=O)ccc4c3)CC2)c1	-4	-7	5	-2	0.1	2	1.2	5	8
CC(NC(=O)c1ccncc1)c1ccc(Br)cc1 (stereo not drawn)	-3	9	1	3	0.0	1	-6.2	6	1
COc1cccc(NS(=O)(=O)c2ccc3[nH]cc(C(=O)NCCCOC(C)C)c(=O)c3c2)c1	-8	-1	4	-3	0.2	1	0.7	-6	5
COc1ccc(COC(=O)c2ccc(N3CCCC3=O)cc2)cc1F	-1	40	-2	2	-0.1	0	1.6	5	1
COc1ccc(CCNC(=O)Cc2ccc3c(c2)OCO3)cc1OC	-5	11	-4	0	-0.1	0	0.0	-8	3
c1cncc(CN=C2Nc3ccccc3CS2)c1	-6	0	-1	0	0.1	1	0.8	8	2
CN(CC(=O)NCc1cccnc1)S(=O)(=O)c1ccc(F)cc1	-5	12	2	3	-0.1	0	0.4	8	4
Cc1cc(Cl)nc(SCC(=O)c2ccccc2)n1	-7	-19	7	-2	-0.1	2	-2.1	2	3
N=c1sccn1CC(=O)Nc1ccc(Cl)c(S(=O)(=O)N2CCOCC2)c1	0	0	-3	-2	-0.1	2	-1.2	-2	1
COC(=O)/C(=C1\Oc2ccc(C(C)(C)C)cc2S1)C(F)(F)F	-6	-4	6	0	-0.1	0	-0.4	-1	8
O=C(Nc1cccc(O)c1)c1cc(-c2ccc3c(c2)OCO3)on1	-23	-4	-3	-9	0.2	3	-4.0	-3	-3
O=C(CN1CCN(c2ccccn2)CC1)Nc1ccccc1Br	-5	3	-2	-6	0.2	1	0.9	-6	1

Further entries
SMILES	PME-1 primary	VLA-4 inh	MCL1 BIM primary	Fam108B inh	Efflux pump mplx	GRK2 aptamer HTS	MEX-5 binding	GLD-1 RNA inh	Bcl-xL primary
O=[N+]([O-])c1cnc(Nc2ccc(Cl)cn2)c([N+](=O)[O-])c1	4	11	11	3	0.0	1	0.0	10	11
COCCCn1c(C(=O)NCCN2CCOCC2)cc2c(=O)n3ccccc3nc21	-1	5	-3	-1	0.0	2	-0.7	9	2
O=C(COc1ccccc1)Nc1ccccc1F	1	12	-1	0	0.2	.	1.9	0	5
CC(Sc1n[nH]c(-c2cccs2)n1)C(=O)Nc1ccc(C(N)=O)cc1 (stereo not drawn)	1	3	-8	.	0.0	1	.	-1	0
CSc1ccc(OC2CCCCC2NS(=O)(=O)c2ccc(Cl)cc2)cc1 (stereo not drawn)	0	6	0	-4	0.0	2	1.5	-1	4
Cc1cccc(-c2noc(-c3ccno3)n2)c1	-1	11	1	2	0.0	0	0.4	0	3
Cc1ccc(C(=O)N2CCOCC2)cc1Cl	3	3	-2	1	0.0	0	0.7	0	0
Cc1ccc(/C=N/NC(=O)c2csc3c2CCCC3)cc1	-11	-8	4	0	-0.1	0	0.1	4	3
COc1ccc([N+](=O)[O-])cc1NCc1cccc([N+](=O)[O-])c1	18	-7	7	-1	0.1	2	-0.8	1	3
Cc1c(/C=N/O)c2ccccn2c1C=O	-1	-7	3	-2	0.1	0	-2.0	4	1
COc1ccc(-c2nnc(SCC(=O)NC(=O)NCc3ccccc3)o2)cc1	1	18	6	3	0.0	3	1.2	-5	6
Cc1cc(SCC(=O)OCC(=O)NC(C)c2ccccc2)c(C)cc1Br (stereo not drawn)	0	-3	4	0	0.3	0	1.1	-4	-2
O=C(NCCN1CCOCC1)c1ccc2c(c1)ncn2C1CCCC1	-2	2	9	7	-0.3	0	-0.8	10	4
CC(C)(C)NC(=O)C(c1ccccc1)N(C(=O)C1CSC(=O)C1)c1ccccc1 (stereo not drawn)	2	-14	11	0	-0.1	0	0.3	3	6
O=C(O)C(=O)/C(=C\c1cccc2ccccc12)c1ccc2ccccc2n1	4	5	-53	0	0.0	1	-40*	-4	-33
COc1ccccc1NC(=O)Nc1nc(CC(=O)NCc2ccc(F)cc2)cs1	-3	16	9	3	0.0	1	2.4	9	4
